Assay outcomes as filed in PubChem BioAssay.
FLuc stim CS = firefly luciferase counter-screen for stimulation assays. P08659. ATPlite luciferase biochemical, luminescence, 10 min; 0 = ATP-free wells, 1 = DMSO control. activation factor at 10 µM. 200,000 tested, under 10 active. AID 1027;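 active = luciferase activation factor, scaled between plate controls, of at least 2 with compound at 10 µM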
Target sequence (P08659 whole entry, looked up): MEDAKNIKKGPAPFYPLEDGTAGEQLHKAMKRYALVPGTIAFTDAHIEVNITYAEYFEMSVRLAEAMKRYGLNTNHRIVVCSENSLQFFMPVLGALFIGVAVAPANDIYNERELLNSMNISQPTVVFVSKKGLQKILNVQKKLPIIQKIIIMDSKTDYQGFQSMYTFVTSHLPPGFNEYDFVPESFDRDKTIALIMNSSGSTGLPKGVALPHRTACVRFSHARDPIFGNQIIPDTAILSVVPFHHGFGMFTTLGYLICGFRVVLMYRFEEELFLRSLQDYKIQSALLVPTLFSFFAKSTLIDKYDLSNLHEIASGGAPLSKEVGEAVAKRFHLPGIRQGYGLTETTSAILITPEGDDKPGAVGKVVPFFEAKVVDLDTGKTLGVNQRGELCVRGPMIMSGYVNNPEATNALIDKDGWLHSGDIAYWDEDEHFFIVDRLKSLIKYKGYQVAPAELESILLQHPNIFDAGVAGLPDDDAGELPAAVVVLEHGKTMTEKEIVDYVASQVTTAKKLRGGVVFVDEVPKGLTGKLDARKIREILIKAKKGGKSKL
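System: luciferase plus luciferin reagent, cell-free; medium: PBS as buffer for the ATP substrate; dosing: test compounds dosed from 2 mM stocks in 100% DMSO; timing: 10 min post-reagent at room temperature; measured by: luminescence measurement of luciferase light output; evaluation: luciferase activation, seen as luminescence increase over controls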
STAT1 act = activators of IFN-gamma induced STAT1 signaling. activation (% of control), % at 5.5 µM. NIH 3T3 STAT1-luciferase reporter, luminescence; 100% = IFN-gamma alone, no compound. AID 932. actives 2.6% (n = 200,000);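 active = activation above the screen-wide mean activation plus 3 SD, cut at about 130% in these data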;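 note: raw ratio to IFN-gamma control signal so 100% means no change and 0% no light; values of inactives mirror those of a sister screen read the other way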
NF-kB neuron act = compounds increasing NF-kB expression in human neuronal cells | NF-kB reporter expression; active compounds read high | fold change at 12.5 µM | actives 1.6% (n = 190,000) | AID 1239; in the data active = fold change above about 3.3
APP 5'UTR act = APP 5'UTR luciferase reporter activation | activation, % at 2 µM | actives 1% (n = 190,000) | SH-SY5Y APP 5'UTR luciferase reporter, luminescence; zero percent = DMSO vehicle wells;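 active = activation above a set limit, based on mean plus 3 SD of controls, cut at about 140% in these data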; note: values of inactives mirror those of a sister screen read the other way
STAT1 inh = STAT1 signaling inhibition; NIH 3T3 STAT1-luciferase reporter, IFN-gamma, luminescence; inhibition, % at 5.5 µM; actives 0.35% (n = 200,000); AID 920;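 active = inhibition above a set limit, the mean inhibition across all tested compounds plus 3 SD, cut at about 34% in these data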;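 note: 0% = IFN-gamma with DMSO and 100% = IFN-gamma with 300 µM nifuroxazide; values of inactives mirror those of a sister screen read the other way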
STAT3 activator = STAT3 signaling activation. U3A cells, IL-6 STAT3-luciferase reporter, luminescence; 100% = signal with IL-6 EC80 alone. activation (% of control), % at 5.6 µM. actives 0.91% (n = 190,000). AID 871;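 active = activation above the screen-wide mean of compound activation plus 3 SD, cut at about 130% in these data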;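 note: 0% = background luminescence of wells with medium and substrate only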
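Test system: human U3A cells carrying STAT3-luciferase construct; control set: IL-6-only wells as 100% reference; timing: compound pre-incubation 1 h before IL-6, then 6 h stimulation at 37 °C; also added: IL-6 stimulus at 33 ng/mL final; evaluation: % activation versus median of IL-6-stimulated wells; detection: reporter luminescence signal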
ROMK primary = modulates human ROMK potassium channel activity; B-score at 10 µM; Tet-inducible ROMK, thallium flux fluorescence; actives lie on both sides; actives 2% (n = 130,000); P48048;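 active = signal ratio slope over the read window, or its plate-corrected B-score, at least 3 SD from the plate mean, either direction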;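 note: B-score of the F/F0 ratio slope over 7 to 12 s after thallium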
Target sequence (P48048 whole entry, looked up): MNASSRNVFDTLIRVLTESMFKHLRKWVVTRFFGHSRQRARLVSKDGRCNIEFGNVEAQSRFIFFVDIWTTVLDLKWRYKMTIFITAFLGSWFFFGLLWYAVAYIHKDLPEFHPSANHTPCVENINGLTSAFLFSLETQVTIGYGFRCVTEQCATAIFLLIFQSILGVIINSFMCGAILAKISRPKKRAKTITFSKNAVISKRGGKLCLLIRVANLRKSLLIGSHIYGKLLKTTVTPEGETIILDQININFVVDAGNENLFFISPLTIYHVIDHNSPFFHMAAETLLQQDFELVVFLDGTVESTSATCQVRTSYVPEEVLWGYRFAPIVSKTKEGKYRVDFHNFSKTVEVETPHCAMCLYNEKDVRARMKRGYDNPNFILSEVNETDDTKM
APP transl inh = APP translation inhibition; SH-SY5Y APP 5'UTR-luciferase reporter, luminescence; inhibition, % at 2 µM; actives 0.82% (n = 190,000);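 active = inhibition above a set limit, derived from the sample mean plus 3 SD, cut at about 45% in these data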; note: values of inactives mirror those of a sister screen read the other way
STAT3 blocker = inhibitors of IL-6 induced STAT3 signaling; actives 0.89% (n = 190,000); inhibition, % at 5.5 µM; U3A cells, IL-6 STAT3-luciferase reporter, luminescence; host cell line lacks STAT1;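 active = inhibition above the mean inhibition across all screened compounds plus 3 SD, cut at about 44% in these data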;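 note: 0% = DMSO only wells and 100% = 100 µM nifuroxazide control wells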
FLuc inh counter = Photinus pyralis luciferase inhibition counter-screen | P08659 | ATPLite firefly luciferase biochemical luminescence, 10 min | inhibition, % at 10 µM | actives 1.5% (n = 200,000) | AID 1006;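 active = inhibition above about 50% when tested at 10 µM, limit read from the data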
An asterisk follows results filed as active; . = no result given.

Every second line gives: FLuc stim CS | STAT1 act | NF-kB neuron act | APP 5'UTR act | STAT1 inh | STAT3 activator | ROMK primary | APP transl inh | STAT3 blocker | FLuc inh counter
1) CN1C(=O)CC(N2CCN(CCN=CC3=C(O)CC(C)(C)CC3=O)CC2)C1=O (configuration not stated)
    1.1 | 104.1 | 0.93 | -2.8 | -6.3 | 99.1 | 0.967 | 2.8 | 5.4 | -6.2
2) Cc1ccc(OCCc2csc(N)n2)cc1
    0.9 | 114.5 | 2.05 | 29.2 | -16.9 | 92.1 | . | -29.2 | 13.0 | 6.1
3) CS(=O)(=O)N(CCC#N)Cc1ccc(/C=C2\C(=O)Nc3ccccc32)o1
    1.1 | 102.0 | 0.95 | 10.4 | -0.4 | 97.6 | -0.146 | -10.4 | 7.7 | -5.7
4) CCCCN(CCCC)S(=O)(=O)c1ccc(SCC(=O)OCC)c([N+](=O)[O-])c1
    1 | 105.9 | 1.01 | 6.8 | -6.4 | 107.8 | -0.0082 | -6.8 | -12.7 | -3.3
5) CCOC(=O)c1[nH]c2ccc(F)cc2c1NC(=O)C1=COCCO1
    1 | 100.1 | 0.94 | 2.9 | -0.1 | 85.7 | 0.0272 | -2.9 | 21.3 | 0.8
6) COc1ccc(OCC2CNC(=O)O2)cc1 (configuration not stated)
    1 | 106.6 | 1.33 | 17.3 | -7.3 | 102.3 | -0.267 | -17.3 | 1.1 | -2.1
7) COC(=O)c1[nH]c2cccc(OC)c2c1NC(=O)CN1CC2(C)CC1CC(C)(C)C2 (configuration not stated)
    1.1 | 100.6 | 0.99 | 8.3 | -0.7 | 104.0 | -0.0293 | -8.3 | -4.0 | -11.9
8) C#Cc1ccc([C@@H]2C=C(C(=O)OCC=C)O[C@H](OCC)[C@H]2CCCO)cc1
    1 | 67.1 | 0.86 | -6.5 | 36.7* | . | . | 6.5 | . | 1.1
9) Cc1ccc2c(NC(=O)C3CC3)c(C)ccc2n1
    1.1 | 100.5 | 1 | 8.9 | -0.5 | 96.3 | 0.736 | -8.9 | 8.2 | -6.8
10) COc1cccc(C(O)Cc2nc3ccccc3n2C)c1OC (configuration not stated)
    1 | 114.0 | 1.28 | 12.9 | -16.9 | 100.5 | 0.333 | -12.9 | 3.9 | -1.6
11) CC(=O)NC(Cc1cccc(F)c1)C(=O)NC1CCN(C(=O)c2cccc(C)c2)CC1 (configuration not stated)
    1.1 | 106.6 | 1.04 | 16.8 | -8.9 | 97.7 | . | -16.8 | 5.0 | -5.4
12) CC1CCCCN1S(=O)(=O)c1ccc(C(=O)Nc2sccc2C(N)=O)cc1 (configuration not stated)
    1 | 128.6* | 1.27 | 77.7 | -31.5 | 118.4 | . | -77.7 | -12.7 | -0.9
13) COCCn1nnnc1C(c1cccc(OC)c1OC)N1CCN(C2CCCCC2)CC1 (configuration not stated)
    1 | 96.9 | 1.29 | 1.9 | 3.4 | 100.2 | -0.331 | -1.9 | 2.7 | -4.5
14) Cn1cccc1Cc1nnc(SCC(=O)NC2CCCCC2)n1-c1ccc(F)cc1
    1 | 111.5 | 1.13 | 17.1 | -12.7 | 106.7 | . | -17.1 | -3.3 | -1.5
15) COc1ccc(-c2nc3ccccc3c(=O)n2CCOc2cccc(C)c2C)cc1
    1.1 | 96.4 | 1.04 | 38.2 | 3.9 | 103.2 | . | -38.2 | -5.4 | -5.5
16) CC(=O)c1cccc(NC(=O)N2C3CCC2CC(O)(c2cccnc2)C3)c1 (configuration not stated)
    1 | 95.5 | 0.91 | 0.9 | 4.8 | 102.2 | . | -0.9 | 1.5 | -2.0
17) COc1ccc2c(c1)c1ncn(CCN3CCCC3)c(=O)c1n2C
    1.1 | 98.4 | 1.13 | 7.0 | 1.8 | 105.6 | -0.256 | -7.0 | -0.1 | -5.5
18) N#CCC(=O)N/N=C/c1ccc(OCC(=O)Nc2ccc(F)cc2)cc1
    1.1 | 103.6 | 0.85 | 1.6 | -6.1 | 88.5 | 0.162 | -1.6 | 19.1 | -10.8
19) O=c1cc(-c2ccccc2Cl)oc2c(NS(=O)(=O)c3cc(Cl)cc(Cl)c3O)ccc(O)c12
    1.1 | 102.5 | 0.62 | -8.2 | -2.8 | 93.9 | 0.408 | 8.2 | 4.5 | -6.4
20) CCc1nc(C#N)c(N2CCCCC2)o1
    1 | 106.8 | 1.16 | 4.8 | -4.7 | 107.4 | -0.0751 | -4.8 | -11.9 | 0.3
21) CCCN(CCC)S(=O)(=O)c1ccc(C(=O)Nc2nnc(-c3cccc(OC)c3)o2)cc1
    1 | 95.5 | 0.59 | -21.2 | 5.1 | 98.3 | 0.0406 | 21.2 | 1.1 | -2.2
22) O=C(NCCOc1cccc(Cl)c1Cl)c1cc(-n2cnnc2)ccc1Cl
    1 | 89.8 | 0.88 | 5.3 | 11.4 | 101.2 | 0.873 | -5.3 | 3.4 | -1.9
23) CN1/C(=C\C(=O)COC(=O)c2ccc([N+](=O)[O-])o2)C(C)(C)c2ccccc21
    1 | 91.2 | 0.76 | 28.1 | 7.6 | 96.9 | 0.32 | -28.1 | 9.1 | -0.6
24) CC12CCC(C[N+](C)(C)C1)C2(C)C (configuration not stated)
    1 | 99.6 | 1.18 | 2.0 | -1.6 | 104.1 | 0.384 | -2.0 | 1.8 | -4.2
25) CC(=O)c1ccc(-c2nc3ccccc3n2C)o1
    0.7 | 129.6* | 2.21 | 39.6 | -32.4 | 90.3 | . | -39.6 | 15.2 | 25.4
26) O=C(NCc1cn2ccccc2n1)c1ccc2c(c1)OCO2
    1.1 | 98.5 | 1.17 | -8.3 | 1.6 | 105.2 | 1.02 | 8.3 | 1.0 | -6.6
27) CCc1nnc(NC(=O)Cn2c(=O)oc3ccccc32)s1
    1 | 95.3 | 1 | 5.7 | 5.1 | 107.3 | 0.273 | -5.7 | -12.1 | -2.4
28) CC/C(=N/N=C(\CC)c1ccccc1)c1ccccc1
    1.1 | 101.1 | 1.21 | -12.6 | -1.3 | 100.1 | -0.102 | 12.6 | -2.4 | -10.1
29) Cc1nn(-c2ccccc2)c(C)c1C(=O)OCC(=O)N1c2ccccc2NC(=O)C1(C)C
    1.1 | 97.2 | 0.37 | 8.5 | 3.0 | 102.3 | 0.0449 | -8.5 | -2.5 | -7.5
30) COc1ccc2[nH]c(=O)c(C(c3nnnn3C(C)(C)C)N(Cc3ccco3)CC3CCCO3)cc2c1 (configuration not stated)
    1 | 103.8 | 1.04 | 9.1 | -4.2 | 92.0 | -1.48 | -9.1 | 13.1 | -1.0

Three compounds from above, arranged by heavy-atom count, smallest number first:
Every second line gives: FLuc stim CS | STAT1 act | NF-kB neuron act | APP 5'UTR act | STAT1 inh | STAT3 activator | ROMK primary | APP transl inh | STAT3 blocker | FLuc inh counter
6) COc1ccc(OCC2CNC(=O)O2)cc1 (configuration not stated)
    1 | 106.6 | 1.33 | 17.3 | -7.3 | 102.3 | -0.267 | -17.3 | 1.1 | -2.1
25) CC(=O)c1ccc(-c2nc3ccccc3n2C)o1
    0.7 | 129.6* | 2.21 | 39.6 | -32.4 | 90.3 | . | -39.6 | 15.2 | 25.4
27) CCc1nnc(NC(=O)Cn2c(=O)oc3ccccc32)s1
    1 | 95.3 | 1 | 5.7 | 5.1 | 107.3 | 0.273 | -5.7 | -12.1 | -2.4

Going on with the list.
Every second line gives: FLuc stim CS | STAT1 act | NF-kB neuron act | APP 5'UTR act | STAT1 inh | STAT3 activator | ROMK primary | APP transl inh | STAT3 blocker | FLuc inh counter
31) COc1ccc(C2=NN(C(=O)CSc3nnc(C)c(=O)n3N)C(c3ccco3)C2)cc1 (configuration not stated)
    1 | 113.2 | 1.23 | 4.7 | -16.4 | 102.8 | -0.109 | -4.7 | 0.4 | -4.2
32) O=C(Nc1nnc(CCc2ccccc2)s1)c1ccco1
    0.9 | 102.9 | 1.36 | 6.9 | -3.2 | 101.0 | . | -6.9 | 2.6 | 9.6
33) O=C(CS(=O)(=O)c1ccccc1)Nc1cccnc1
    1.1 | 101.1 | 1.1 | 9.6 | -3.2 | 101.1 | -0.555 | -9.6 | 5.8 | -10.9
34) CCCS(=O)(=O)c1c(S(=O)(=O)CCC)c2ccc(C(C)=O)cn2c1C(=O)OC
    1.1 | 92.2 | 1.06 | 0.5 | 7.6 | 97.8 | -0.0227 | -0.5 | 9.4 | -6.3
35) Clc1cccc(Cl)c1NC1=NCCC1
    1.1 | 108.1 | 0.59 | -0.8 | -8.8 | 100.6 | -0.284 | 0.8 | 3.8 | -6.2
36) O=S(=O)(/N=C(/Nc1cccc2ccccc12)c1ccccc1)c1cccs1
    1 | 100.4 | 1 | 7.5 | -0.4 | 115.2 | . | -7.5 | -12.5 | -0.5
37) Cc1ccc2cc(CCNC(=O)c3c(-c4ccccc4Cl)noc3C)c(=O)[nH]c2c1
    1.1 | 95.2 | 0.93 | 1.5 | 5.3 | 93.1 | . | -1.5 | 16.6 | -5.9
38) CCc1cccc(OCC(=O)Nc2c[nH]c(=O)[nH]c2=O)c1
    1.1 | 90.0 | 1.08 | 3.3 | 9.3 | 93.3 | 0.463 | -3.3 | 10.2 | -9.4
39) CS(=O)(=O)c1ccc2nc(NC(=O)Nc3ccc(Cl)cc3)sc2c1
    1.1 | 93.1 | 1.01 | 11.5 | 7.6 | 101.1 | . | -11.5 | -2.9 | -6.7
40) O=C1c2ccccc2C(=O)c2c1ncn2-c1ccccc1
    1 | 105.6 | 0.69 | 2.5 | -3.5 | 101.4 | -0.111 | -2.5 | -4.2 | -4.3
41) O=C(CSc1nc(-c2cccs2)cc(C(F)(F)F)n1)NCCCn1ccnc1
    1 | 91.5 | 0.95 | 24.4 | 4.2 | 103.0 | 0.0661 | -24.4 | -0.5 | -3.9
42) Cc1cc(N(CCO)CCO)ccc1C(c1ccc(N(CCO)CCO)cc1C)c1ccccc1Cl
    1 | 105.4 | 0.99 | -9.3 | -6.0 | 98.2 | 0.206 | 9.3 | 4.4 | -4.9
43) O=C(NC1CCCCC1)C(c1ccc(Cl)cc1)N(C(=O)c1cnccn1)c1ccc2c(c1)OCO2 (configuration not stated)
    1.1 | 105.1 | 1.2 | -11.6 | -5.5 | 103.9 | . | 11.6 | -0.4 | -7.5
44) CC1CCN(C(=O)CSc2nnc(-c3cccnc3)n2C2CCCCC2)CC1
    0.9 | 87.2 | 0.71 | 11.9 | 13.9 | 97.5 | . | -11.9 | 8.6 | 5.0
45) Cc1c(CCO)c(=O)n(C)n1C(=O)c1ccc(F)cc1
    1 | 95.0 | 1.14 | -9.2 | 5.6 | 93.8 | . | 9.3 | 18.3 | -0.6
46) Cc1cc(=O)[nH]c(SCC(=O)O)c1C#N
    1.1 | 102.9 | 0.91 | 16.4 | -3.3 | 104.2 | . | -16.4 | -3.8 | -12.0
47) Cc1ccc(-c2csc(NC(=O)c3cccc(N4C(=O)CCC4=O)c3)n2)o1
    0.9 | 97.5 | 1.18 | . | 2.7 | 96.0 | . | . | 13.4 | 11.3
48) CCN=C1SC(CC(=O)Nc2ccccc2OCC)C(=O)N1CC (configuration not stated)
    1 | 102.1 | 0.97 | 0.0 | -2.3 | 100.3 | . | 0.0 | 2.3 | -2.5
49) O=C(O)c1cccc(C(=O)Nc2cccc(NC(=O)C3CCCO3)c2)c1 (configuration not stated)
    1 | 79.7 | 1.58 | -15.2 | 22.9 | 78.2 | . | 15.2 | 30.4 | -2.8
50) O=C(CSCc1ccccc1Cl)N/N=C/c1ccco1
    1 | 107.7 | 1.17 | 23.4 | -9.5 | 105.4 | -1 | -23.4 | 1.2 | -1.4
